Assay outcomes as filed in PubChem.
Anesthetic bind: binds horse apoferritin like a general anesthetic; 0.074% of 350,000 active; apoferritin/1-aminoanthracene competitive binding, fluorescence; P02791; Potency, µM (titrated, usually from 77.5 µM), for inactives: top-dose activity change, negative = displacement, actives largely listed as inhibitors; further: potency means the concentration at half of the fitted maximal effect; on the % scale 0 is the no-effect control and ±100 the full control effect; nearly all actives have a fitted effect of over 20% in size
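Probe: 1-aminoanthracene (50% saturated, PBS). Protein: horse-spleen apoferritin, 10 uM. Incubation: 10 min, room temperature. Detection: 380 nm excitation, 535 nm emission. Analysis: normalized response, four-parameter Hill.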
POLK inh: blocks human DNA polymerase kappa activity | Q9UBT6 | purified Pol kappa, fluorescent DNA synthesis assay, 10 min | Potency, µM (top dose mostly 107 µM), for inactives: at the highest dose activity, negative = inhibition, actives largely listed as inhibitors | 0.53% of 400,000 active; further: potency means the concentration at half of the fitted maximal effect; on the % scale 0 is the no-effect control and ±100 the full control effect
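Kinetic fluorescence readout at 0 and 10 min followed reaction start with substrate at 50 nM final. Beforehand, enzyme (10 nM Pol kappa) stood 15 min with compound at room temperature; buffer-only wells were negative controls.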
POLH inh: blocks human DNA polymerase eta activity; Potency, µM (highest dose often 114 µM), inactives show at the top dose activity change, negative = inhibition, most hits filed as inhibitors; recombinant Pol eta, fluorescent DNA replication assay; AID 588591; 1.2% of 390,000 active; Q9Y253; further: potency means the concentration at half of the fitted maximal effect; on the % scale 0 is the no-effect control and ±100 the full control effect
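Fluorescent replication assay: 50 nM final substrate added after a 15 min room-temperature compound preincubation with 10 nM enzyme. Signal taken at 0 min and again at 10 min.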
ERG Ets-DNA blk: ERG Ets/DNA interaction inhibition; P11308; fluorescence polarization, His-ERG Ets domain / labelled DNA; Potency, µM (series often up to 76.9 µM), inactives show at the highest dose FP activity, negative = inhibition, actives largely listed as inhibitors; 0.028% of 370,000 active; active means well fitted inhibition curve with a large enough effect in the polarisation, with a control signal flat; inconclusive means small, poorly fitted or top-dose-only effect, or effect the other way, or a change in a side signal; inactive means no such curve, though single readings can be large or run the other way; the % refers to the polarisation;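 further: polarization taken with two DNA probes labelled with fluorescein and Texas red; potency means the concentration at half of the fitted maximal effect; % of control where 0% means no effect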
Target sequence (P11308 whole entry, looked up, the tested form may be a part): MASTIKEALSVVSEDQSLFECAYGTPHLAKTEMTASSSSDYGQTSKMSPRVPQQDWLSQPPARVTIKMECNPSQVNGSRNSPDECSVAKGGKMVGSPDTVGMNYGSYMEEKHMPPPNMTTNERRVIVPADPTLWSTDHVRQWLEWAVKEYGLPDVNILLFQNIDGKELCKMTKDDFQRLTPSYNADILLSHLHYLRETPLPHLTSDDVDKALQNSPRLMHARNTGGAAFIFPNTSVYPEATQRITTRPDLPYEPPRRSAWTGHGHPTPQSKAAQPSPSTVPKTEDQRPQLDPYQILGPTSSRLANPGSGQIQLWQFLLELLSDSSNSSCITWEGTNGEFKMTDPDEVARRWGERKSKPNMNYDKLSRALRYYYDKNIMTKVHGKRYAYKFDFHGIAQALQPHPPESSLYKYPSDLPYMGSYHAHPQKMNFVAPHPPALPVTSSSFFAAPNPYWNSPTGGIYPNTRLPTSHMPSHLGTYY
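His-tagged ERG Ets domain (1 uM in the protein solution; 300mM KCl, 50mM Tris-HCl, 1mM EDTA, 1mM DTT, pH 7.5) received compound, then a probe mix of 5 nM fluorescein-DNA and 100nM Texas-615-DNA. Fluorescence polarization was read for both dyes.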
12-LOX inh: blocks human arachidonate 12S-lipoxygenase. P18054. AID 1671190. purified 12hLO, xylenol orange hydroperoxide absorbance. Potency, µM (doses to about 108 µM), for inactives: top-dose activity change, negative = inhibition, hits mostly inhibitors. 1.1% of 580,000 active; further: potency means the concentration at half of the fitted maximal effect; on the % scale 0 is the no-effect control and ±100 the full control effect
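Purified human 12hLO (150 nM final) in 25 mM Hepes, 0.01% Triton X-100, pH 7.0 was preincubated 15 min at room temperature with compound. Then 40 uM arachidonic acid was added, 30 min. Hydroperoxide was read by Fe-XO absorbance ratio 573/405 nm.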
APEX1 inh: APE1 (human) endonuclease inhibition. 0.35% of 350,000 active. Potency, µM (top dose mostly 65.8 µM), for the others: at the top dose activity change, negative = inhibition, usual class: inhibitors. recombinant APE1, TAMRA/BHQ-2 abasic DNA cleavage fluorescence;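 further: potency means the concentration at half of the fitted maximal effect; plate controls were vehicle for no effect and reference inhibitor for full effect; nearly all actives have a fitted effect of over 55% in size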
Target sequence (P27695 whole entry, looked up): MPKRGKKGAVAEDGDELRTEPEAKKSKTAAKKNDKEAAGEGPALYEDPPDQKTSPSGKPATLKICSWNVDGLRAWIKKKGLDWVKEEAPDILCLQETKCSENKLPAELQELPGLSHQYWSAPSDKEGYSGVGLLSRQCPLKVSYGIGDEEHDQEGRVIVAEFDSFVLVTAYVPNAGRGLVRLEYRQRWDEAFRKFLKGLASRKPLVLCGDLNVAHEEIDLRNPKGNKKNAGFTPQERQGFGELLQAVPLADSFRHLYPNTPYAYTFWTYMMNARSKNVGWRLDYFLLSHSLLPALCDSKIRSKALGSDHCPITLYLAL
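Readout is kinetic fluorescence (ex 525, em 598 nm) from cleavage of 50 nM TAMRA/BHQ-2 THF abasic duplex by 0.75 nM APE1, compound added 15 min beforehand at RT.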
Pol beta inh: inhibitors of human DNA polymerase beta; P06746; Pol beta primer extension/strand displacement, fluorescence kinetic; Potency, µM (titrated, usually from 114 µM), without a hit: at the highest dose activity change, negative = inhibition, most hits filed as inhibitors; 1.3% of 340,000 active; further: potency means the concentration at half of the fitted maximal effect; on the % scale 0 is the no-effect control and ±100 the full control effect
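Reaction started by 50 nM substrate onto compound-treated Pol beta (10 nM, 15 min preincubation, room temperature); plates read at 0 min and 10 min. Normalized concentration-effect data fitted by four-parameter Hill equation.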
LDHA inh: inhibitors of human lactate dehydrogenase A; 0.15% of 480,000 active; activity change, % (values are at about 110 or 230 µM); AID 1347041; purified LDHA, NADH/diaphorase-resazurin fluorescence; hits give low values; in the data active means activity change below about -30%; inconclusive means mostly about -25% to -30%;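 further: plate controls were DMSO wells for no effect and wells without enzyme for full effect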
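LDH5 2 nM; NADH 0.06 mM, pyruvate 0.2 mM; 200 mM Tris pH 7.4, EDTA, Tween-20; 5 min RT. Detection: diaphorase 0.133 mg/mL + resazurin 37 µM, fluorescence ex540/em590 at 0 and 20 min; normalized to enzyme-free and DMSO wells.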
RGS4 inhibitor: human RGS4 inhibition; Potency, µM (titrated, usually from 114 µM), inactives show at the top dose activity change, negative = inhibition, most hits filed as inhibitors; Transcreener GDP fluorescence polarization, RGS4-accelerated GTP hydrolysis; 0.039% of 390,000 active; AID 504845; P49798; further: potency means the concentration at half of the fitted maximal effect; on the % scale 0 is the no-effect control and ±100 the full control effect; nearly all actives have a fitted effect of over 75% in size; some results filed as inactive show a strong effect at the top dose
Target sequence (P49798 whole entry, looked up): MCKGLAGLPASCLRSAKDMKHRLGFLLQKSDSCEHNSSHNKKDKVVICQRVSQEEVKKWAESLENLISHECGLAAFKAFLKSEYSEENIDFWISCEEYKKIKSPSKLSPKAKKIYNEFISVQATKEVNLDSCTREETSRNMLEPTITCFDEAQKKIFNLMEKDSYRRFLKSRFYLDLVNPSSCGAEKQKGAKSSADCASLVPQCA
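MLSMR compounds (23 nl, pin-transferred) preincubated 10 min at room temperature with a 500nM (2x) first reagent, then RGS4 at 900nM (2x) plus Transcreener GDP mix added; fluorescence polarization (620/688 nm) read before and after 90 min at 30 °C.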
An asterisk follows results filed as active; ? = inconclusive; · = no result given; & = joins results of further samples; [ ] = another dose, or the depositor's remark. Unless noted, the call rests on the fitted dose curve; in most records, active means well fitted curve in the direction sought with a large enough effect; inconclusive means small, poorly fitted or top-dose-only effect, or another doubt; inactive means no such curve, though single readings can be large; an effect the other way counts as inactive or inconclusive. This is a subset; the hit share may differ from the screen's.

SMILES | Anesthetic bind | POLK inh | POLH inh | ERG Ets-DNA blk | 12-LOX inh | APEX1 inh | Pol beta inh | LDHA inh | RGS4 inhibitor
Cc1cccc(C(=O)N2CCN(CCNC(=O)C(=O)Nc3ccc(F)cc3)CC2)c1 | -15% | -7% | -1% | 5% | 1% | 52%[12.4 µM] | -17% | -1 | -12%
CCN(CC)C(=O)CC(c1ccc(N(C)C)cc1)c1c(O)cc(OC)cc1OC (centres undefined) | -11%&2% | 15%&4% | -4% | -7% | 0% | -5%&-4% | 21% | 1 | -19%&4%
COCCCn1c(=N)c(C(=O)NC2CCCC2)cc2c(=O)n3cc(C)ccc3nc21 | 148%[activator] | 0% | -3% | 2% | ? | · | 5% | -10 | 20%
Cc1ccc(N2CC(C(=O)N3CCC(C(=O)Nc4ccc(Br)cc4)CC3)CC2=O)cc1 (centres undefined) | -1% | -3% | -18% | -10% | -47% | 9% | 19% | -5 | 0%
CCOc1ccc(OCC)c(Nc2cc(C)nc3nc(-c4ccco4)nn23)c1 | 2% | -6%[60.1 µM] | 1% | -6% | -12% | · | 12% | -3 | -3%
Cc1ccc(C)c(S(=O)(=O)Nc2ccccc2C(=O)Nc2ccc(S(=O)(=O)Nc3ncccn3)cc2)c1 | 4% | -8% | ? | -6% | -15% | 1% | 16% | -9 | 1%
CCC(NC(=O)/C(=C\c1ccc2c(c1)OCO2)NC(C)=O)C(=O)O (centres undefined) | -2% | 2% | -16% | 18% | -22% | 2% | 23% | -2 | 15%
COc1cccc(NC(=O)CCS(=O)(=O)c2cccs2)c1 | -3% | -10% | -22% | -3% | -9% | 16% | 20% | -1 | 14%
Cn1c(N)nc2nc[nH]c2c1=S | · | 0% | -13% | 10% | 1% | · | · | 4 | -15%
CC(=O)c1ccc(N2CCN(C(=O)NCc3noc4ccc(C)cc34)CC2)cc1 | 5% | -21% | ? | -9% | 3% | · | ? | -7 | -32%
COc1ccc(Cc2nn3c(Cn4nnc5ccccc54)nnc3s2)cc1 | -11% | -11% | ? | 6% | 4% | -3% | 35µM* | -3 | ?
Fc1ccc(C(c2nnnn2C2CCCC2)N(Cc2ccco2)CC2CCCO2)cc1 (centres undefined) | -4% | -14% | -15% | -2% | -22% | -5% | 1% | 1 | 13%[11.4 µM]
COc1cccc(CN(C(=O)c2cc3ccccc3oc2=O)C2CC2)c1 | -20% | 2% | -17% | 10% | 0% | -2% | -20% | 2 | -14%
COCCn1c(C)cc(C(=O)COC(=O)c2ccc(NC(=O)CC#N)cc2)c1C | -22% | -11% | ? | 7% | 10% | 8% | 9% | -9 | ?
Cc1cc(NC(=O)OC(C)C)ccc1-c1ccc(NC(=O)OC(C)C)cc1C | -3% | -4% | -2% | -5% | -5% | 0% | ? | -2 | -35%
Cc1cccc2cc(CN(Cc3ccc(F)cc3)C(=O)C(F)(F)F)c3nnnn3c12 | -7% | -5% | -2% | -8% | 13% | 10% | 15% | -4 | 13%[56.9 µM]
O=C(N/N=C/c1ccc([N+](=O)[O-])o1)c1ccc2c(c1)OCO2 | -23% | -21% | -7% | 10% | 0% | 5% | 40µM* | -1 | -1%
C=CCOC(=O)CN1C(=O)c2ccccc2C1=O | ? | -10% | -19% | -10% | 0% | -1% | -2% | 6 | 8%
Cc1ccc(-c2ccc(NC(=O)C3C4C=CC(C4)C3C(=O)O)cc2)o1 (centres undefined) | -13% | -15% | -3% | 0% | 0% | -1% | -20% | 0 | -54%
Cc1nnc(SCC(=O)c2cc(C)n(-c3c(C)n(C)n(-c4ccccc4)c3=O)c2C)s1 | -17% | -7% | -13% | 12% | -30% | 3% | 3% | 1 | -16%
COc1ccc(OC(C)c2nnc(N)s2)cc1 (centres undefined) | -8% | -3% | -24% | 2% | -21% | -8% | 38% | -2 | -11%
CCC1CCCCN1CC(=O)c1c(C)[nH]c2cc(C)ccc12 (centres undefined) | -11% | -4% | -12% | 0% | ? | -10% | 35% | -6 | -7%
N#CC1=C(SCC(=O)c2cc3ccccc3oc2=O)NC(=O)C(C#N)C12CCCC2 (centres undefined) | -7% | -11% | -6% | 12% | ? | ? | 8% | 7 | -34%
Cc1ccccc1OCc1n[nH]c(=S)n1-c1ccccc1 | -10% | -6% | -12% | 2% | -23% | -5% | 0% | -6 | -11%
O=C(NCc1ccc(Cl)cc1)C1CCN(C(=O)c2cnn(-c3ccccc3)c2-n2cccc2)CC1 | -14% | -2% | -7% | 7% | -23% | · | 23% | -1 | -2%
O=C(Cn1c(NCCO)nc2ccccc21)c1ccc(Cl)cc1Cl | 4% | -6% | -20% | 9% | ? | -11% | 32% | 1 | -20%
Cc1ccccc1N(CC(=O)NCCSC1CCCCC1)S(=O)(=O)c1ccccc1 | 7% | -12% | -20% | -12% | ? | -9% | 14% | -1 | -9%
COc1ccc(N2CCN(C(=O)c3ccc(NC(=O)c4nsc5ccccc45)cc3)CC2)cc1 | 5% | -9%[60.1 µM] | -1% | 3% | -7% | · | -1% | 2 | -4%
CSCCC1NC(=O)N(CC(=O)Nc2c(Cl)cc(Cl)cc2Cl)C1=O (centres undefined) | -1% | -13% | -2% | 2% | ? | -3% | -2% | -3 | -16%[11.4 µM]
COc1ccc(NC(=O)COC(=O)CCCc2c[nH]c3ccccc23)cc1 | ? | -12% | 1% | 1% | -11% | 30%[activator] | -3% | 0 | -20%
COc1ccc(C2=C(C)CC(C)(C)NC2=O)cc1OC | ? | -4% | -1% | 9% | -29% | 2% | -1% | -6 | 11%
O=C(Nc1ccccc1)N1CCc2ccccc21 | -3% | -13% | -10% | 1% | 1% | 11% | 23% | -2 | 20%
COc1ccccc1N1CCN(CC(C)N(C(=O)C2CCCCC2)c2ccccn2)CC1 (centres undefined) | -5% | -11% | 1% | 0% | 0% | 3% | 32% | 4 | 26%
CCS(=O)(=O)c1ccc2oc(SCC(=O)NCCc3ccc(F)cc3)nc2c1 | -9% | -3% | -8% | -3% | -7% | -5% | 0% | -7 | 15%
CCCS(=O)(=O)N1CC(=O)N(c2ccc(Cl)cc2)C(C)(C(=O)NC2CCCC2)C1 (centres undefined) | 12% | 4% | -12% | 8% | -17% | · | 9% | 0 | -30%
CCC(C)N1C(=O)CCC1C(=O)NCCc1ccc(Cl)cc1 (centres undefined) | 0% | 3% | -20% | -12% | 0% | -1% | 15% | -1 | -23%[56.9 µM]
CN(CC(=O)Nc1ccc(F)cc1)C(=O)C1Cc2ccccc2CN1S(C)(=O)=O (centres undefined) | · | -19% | -13% | -8% | 5% | 34% | · | -3 | -6%
CC(=O)c1cccc(CN2CCN(C(C)C)C(CCO)C2)c1 (centres undefined) | -2% | 2% | -11% | 5% | -1% | -3% | -2% | -7 | -10%
COc1ccc(N2CCN(C(=O)c3cccc(Br)c3)CC2)c([N+](=O)[O-])c1 | ? | 3% | -11% | 0% | 0% | -2% | -11% | 0 | -89%[56.9 µM]
Cn1c2ccccc2n2c(=O)c(=O)n(CC(=O)c3ccc(F)cc3)nc12 | -5% | 1% | -3% | · | 9% | 0% | 1% | 0 | 8%
CC(C)C[C@H](NC(=O)c1[nH]cnc1C(=O)Nc1ccc(CNC(=O)OC(C)(C)C)cc1)C(=O)OC(C)(C)C | -20% | -14% | ? | 6% | 10% | 3% | -6% | 3 | 5%
O=C1N(O)C2(C=CCCC2)/C(=N\O)C12CCCCC2 (centres undefined) | -22% | -12% | -6% | 2% | ? | 1% | 10% | -2 | 15%[11.4 µM]
CCN(CC)C(=O)[C@H]1C[C@H](CC(=O)NCCc2ccccn2)C(=O)N2CCc3c([nH]c4cc(-c5ccco5)ccc34)[C@]12C | · | -35% | -8% | 18% | ? | 3% | · | -12 | -51%
O=C(Oc1ccc([N+](=O)[O-])cc1)c1cc(-c2ccccc2)nc2ccccc12 | ? | -4% | -2% | 6% | ? | -3% | 5% | -7 | -4%
O=C(COC(=O)c1cccc(-n2cnnn2)c1)c1ccccc1 | -18% | -3% | -21% | ? | ? | -8% | 32% | -1 | -7%
O=C(NCC1COc2ccccc2O1)c1cccc(S(=O)(=O)N2CCCCC2)c1 (centres undefined) | · | -2% | -7% | ? | -1% | 42%[activator] | · | 0 | 4%
CCCC(C)NCC(=O)Nc1ccccc1-c1ccccc1 (centres undefined) | -20% | -15% | -2% | 1% | ? | -9% | 1% | 0 | 16%
CCOC(=O)c1c(-c2ccccc2)csc1/N=C/C1C(=O)CCCC1=O | -17% | -17% | -24% | 18% | 6% | -4% | -6% | 12 | -21%
O=C(NC12CC3CC(CC(C3)C1)C2)N1CCN(C(=O)c2ccco2)CC1 | -9% | 8% | -19% | -14% | 11% | -9% | 10% | 3 | -17%

Whole records as entered above.
O=C(Oc1ccc([N+](=O)[O-])cc1)c1cc(-c2ccccc2)nc2ccccc12 as listed: Anesthetic bind: ?; POLK inh: -4%; POLH inh: -2%; ERG Ets-DNA blk: 6%; 12-LOX inh: ?; APEX1 inh: -3%; Pol beta inh: 5%; LDHA inh: -7; RGS4 inhibitor: -4%
CCCC(C)NCC(=O)Nc1ccccc1-c1ccccc1 (centres undefined) as listed: Anesthetic bind: -20%; POLK inh: -15%; POLH inh: -2%; ERG Ets-DNA blk: 1%; 12-LOX inh: ?; APEX1 inh: -9%; Pol beta inh: 1%; LDHA inh: 0; RGS4 inhibitor: 16%
